# RNase H inhibition – RNase H inhibition, HIV 1 Gag Pol polyprotein, FRET biochemical assay, screening (AID 372) | HIV-1 RT RNase H, FRET RNA/DNA substrate fluorescence; higher % means a stronger effect | inhibition, % at 10 µM, or IC50 in µM where a hit was titrated | 0.77% of 100,000 active; in the data active = inhibition above about 50%
# Numbers without * were called inactive. Not all compounds are listed (hit frequency here may not be typical).
SMILES,RNase H inhibition
COc1ccc(N(C(C)C(=O)NCCSCc2cccc(Cl)c2)S(C)(=O)=O)cc1 (stereo not given),13%
O=C(COc1ccccc1[N+](=O)[O-])Nc1cc(C(F)(F)F)cc(C(F)(F)F)c1,9%
O=C(NNS(=O)(=O)c1ccc(Br)cc1)[C@H]1C[C@H]1c1ccccc1,2%
Cc1cc(C)cc(OCC(=O)N2CCN(c3ccccc3)CC2)c1,1%
Cc1ccc(OCC(=O)NCc2ccc3c(c2)OCO3)cc1,2%
Nc1cccc2c1C(=O)c1c(N)cccc1C2=O,14%
CCOc1ccccc1Nc1nc(-c2sc(NC(C)=O)nc2C)cs1,9%
CC1=C(C(=O)OC(C)C)C(c2cccc([N+](=O)[O-])c2)C2=C(CC(c3cccs3)CC2=O)N1 (stereo not given),4%
Cc1ccc(N=C2NC(=O)/C(=C/c3ccc(-c4ccc(Cl)c([N+](=O)[O-])c4)o3)S2)cc1Cl,31%
CC(C)Oc1ccc(/C=C(/NC(=O)c2ccccc2)C(=O)NCc2ccco2)cc1,0%
O=C(/C=C/c1ccccc1Cl)NCc1ccccc1,11%
CCOc1cc(OCC)cc(C(=O)Nc2ccc(NC(=O)CC)cc2)c1,8%
O=C(N/N=C/c1cccs1)C(=O)Nc1ccc(Br)cc1,2%
C=CCn1c(O)c(C2=c3ccccc3=NC2=O)s/c1=N\S(=O)(=O)c1ccc([N+](=O)[O-])cc1,8%
Cc1ccccc1NC(=O)c1c(F)cccc1F,0%
COC(=O)/C=C(\C)NC(=O)c1ccc([N+](=O)[O-])cc1,15%
Cc1cccc(NC(=O)c2ccc(OC3CSC3)cc2)c1,2%
O=C(COc1ccc2ccccc2c1)Nc1ccc(S(=O)(=O)N2CCCCCC2)cc1,9%
Cc1ccc(C(=O)Nc2ccc(I)cc2C)cc1,0%
Cc1ccc(S(=O)(=O)N(CC(=O)Nc2ccccc2C)Cc2ccccc2)cc1,11%
COc1cc(/C=C2/SC(=S)N(CC(=O)Nc3cccc(C(=O)O)c3)C2=O)cc(OC)c1OC,11%
CCC1S/C(=N/N=C(/C)c2ccc(Br)cc2)NC1=O (stereo not given),3%
CN(C)S(=O)(=O)NCCCNc1ccc([N+](=O)[O-])cc1,8%
COc1ccc(S(=O)(=O)Nc2ccc(C)cc2Br)cc1,0%
CC1(C)Cc2ccccc2/C(=C(\C#N)C(=O)Nc2cccc([N+](=O)[O-])c2)N1,13%

# Further compounds.
SMILES,RNase H inhibition
Oc1ccccc1/C=N/c1nc2ccccc2n1Cc1ccc(Cl)cc1,21%
Cc1cc(C)n(C(=O)c2cc(F)c(F)cc2Cl)n1,0%
N#CCNC1CC(=O)N(c2ccc(Br)cc2)C1=O (stereo not given),0%
COC(=O)Nc1ccc(S(=O)(=O)N2CCN(C)CC2)cc1,18%
CCOP(=O)(OCC)C(c1ccco1)N(C)C(=O)C1CC1 (stereo not given),8%
Cc1ccc(S(=O)(=O)N/N=C/c2ccc(OS(=O)(=O)c3cccc([N+](=O)[O-])c3)cc2)cc1,10%
CCOC(=O)C1=C(C)N=c2s/c(=C/c3cc(OC)c(OC)c(OC)c3)c(=O)n2C1c1cc(OC)ccc1OC (stereo not given),10%
CCOC(=O)C1=c2s/c(=C\c3ccc(O)cc3)c(=O)n2C(N)=C(C#N)C1c1ccc(O)cc1 (stereo not given),67%*
C=CCc1cccc(C=Nn2c(-c3ccccc3)n[nH]c2=S)c1O,20%
CCOC(=O)Cn1cc(C=C2C(=O)N(C)C(=S)N(C)C2=O)c2ccccc21,4%
O=C(Nc1ccc(F)c(Cl)c1)C1CC2CCC1C2 (stereo not given),5%
CC1=CC(C)(C)N(C(=O)C(C)N2C(=O)c3ccccc3C2=O)c2cc(C)c(C)cc21 (stereo not given),21%
CC(=O)c1ccc(Oc2cc(-c3ccccc3)nc(-c3ccccc3)n2)cc1,6%
O/N=C(/CSc1nc2ccccc2s1)c1ccccc1,17%
CCOC(=O)c1ccc(NC(=O)c2ccc(OC)c(I)c2)cc1,8%
O=c1oc(-c2ccc(Cl)c(Cl)c2)nc2ccccc12,12%
O=C(CN1C(=O)c2ccc(Br)cc2C1=O)Nc1ccc(C(=O)O)cc1,0%
Cc1ccc(Cl)cc1NC(=O)CCCc1ccccc1,25%
O=C(Nc1ccc(C(=O)O)cc1)/C(=C\c1cccc([N+](=O)[O-])c1)NC(=O)c1ccc(Br)o1,12%
CCCCCCCOc1ccc(-c2noc(-c3ccc(Br)cc3)n2)cc1,14%
O=C(Nc1cc(C(F)(F)F)ccc1Br)c1cccc2ccccc12,0%
COc1ccc(Nc2nc(-c3cc4c(ccc5ccccc54)oc3=O)cs2)cc1,21%
Cc1ccc(-c2nc3ncccc3o2)cc1NC(=S)NC(=O)c1oc2ccccc2c1C,0%
O=C1c2cc3ccccc3c(-c3ccccc3)c2C(=O)N1c1cccc(O)c1,44%
COc1ccc(C2Nc3ccccc3C(=O)N2Cc2ccco2)cc1COc1ccc([N+](=O)[O-])c(C)c1 (stereo not given),11%

# More results follow:
SMILES,RNase H inhibition
CCOC(=O)C1=C(C)N=c2s/c(=C/c3ccc(I)o3)c(=O)n2C1c1ccc2c(c1)OCO2 (stereo not given),26%
C=CCn1c(NCc2ccc(N(CC)CC)cc2)nc2ccccc21,6%
Cc1ccc(/C=N/Nc2nc(N3CCOCC3)nc(N3CCOCC3)n2)c(C)c1,3%
Cc1ccc(N2C(=O)NC(=O)/C(=C\c3cccc(F)c3)C2=O)cc1C,6%
COc1ccc(C(=O)Nc2cc([N+](=O)[O-])ccc2OC)cc1I,5%
CCOc1cccc(N2C(=O)NC(=O)/C(=C\c3ccc(I)o3)C2=O)c1,4%
Cc1ccc(/C(N)=N/OC(=O)/C=C/c2ccccc2)cc1,2%
CCCOC(=O)C(C)Sc1n[nH]c(=O)[nH]c1=O (stereo not given),5%
Cc1ccc(OCCn2cc(C=C3C(=O)NC(=S)NC3=O)c3ccccc32)c(C)c1,49%
O=c1oc2ccccc2cc1-c1csc(-c2cc3cc(Br)ccc3oc2=O)n1,13%
Cc1nn(CC(=O)Nc2c(F)cc(F)cc2Br)c(C)c1[N+](=O)[O-],10%
COCCNC(=O)COc1ccccc1C,0%
COc1ccc(S(=O)(=O)Nc2ccc(S(=O)(=O)NC(C)=O)cc2)cc1,0%
COc1ccc(CCN2C(=O)/C(=C3/C(=O)N(C)c4ccccc43)SC2=S)cc1OC,1%
O=S(=O)(Nc1ccccn1)c1cc(Cl)c(Cl)cc1Cl,2%
Cc1ccc(C)c(N=Cc2ccc(O)cc2)c1,11%
COc1ccccc1/C=C1\SC(=S)N(C2CCS(=O)(=O)C2)C1=O (stereo not given),6%
Cc1cc(N2CCN(C(=O)c3ccc(Br)cc3)CC2)c(F)cc1[N+](=O)[O-],4%
CCN1CC2([N+](=O)[O-])C=C(C(N)=O)CC([N+](=O)[O-])(C1)C2 (stereo not given),0%
COc1cccc(C2C(C#N)=C(N)SC(N)=C2C#N)c1,3%
Cc1c(NC(=O)C(C)C)cccc1-c1nc2ncccc2o1,2%
Cc1ccc(S(=O)(=O)NC(C)(C)CN2CCN(C(c3ccccc3)c3ccccc3)CC2)cc1,0%
COc1ccc(C2OC(=O)Cc3cc(OC)c(OC)cc32)cc1OC (stereo not given),0%
Cc1ccc(-c2nnc3s/c(=C\c4cccs4)c(=O)n23)cc1,0%
C=CCNC(=S)Nc1ccc(S(=O)(=O)O)cc1,13%

# Next results follow.
SMILES,RNase H inhibition
Cc1onc(-c2c(Cl)cccc2Cl)c1C(=O)N1CCN(c2cccc(Cl)c2)CC1,12%
COC(=O)c1ccccc1N=Cc1c(O)c(Br)cc2oc3c(c12)CCCC3,0%
CC1(C)Cc2ccccc2/C(=C/C(=O)c2ccccc2)N1,30%
COc1ccccc1/C=C(\C#N)C(N)=O,0%
CCOC(=O)C1=C(C(=O)OCC)SC(=C2C(=S)C(C)(C)N(C(=O)CN3C(=O)CCC3=O)c3ccc(C)cc32)S1,6%
O=c1n(Cc2ccccc2Cl)c2cc([N+](=O)[O-])c([N+](=O)[O-])cc2n1Cc1ccccc1Cl,8%
CC1(CC(=O)N/N=C/c2ccc(-c3cccc(C(F)(F)F)c3)o2)OCCO1,21%
COc1ccc(-c2cc(C(F)(F)F)n3ncc(C(N)=O)c3n2)cc1OC,10%
CCOc1ccc(NC(=O)c2ccc(C)cc2)cc1,0%
O=C(COc1ccc2c3c(c(=O)oc2c1)CCC3)c1ccc(-c2ccccc2)cc1,0%
CN(C)c1ccc(/C=N/N2C(=O)C3C(C2=O)C2C=CC3C23CC3)cc1Br (stereo not given),0%
C=CCNC(=O)CN(c1cc(C)cc(C)c1)S(=O)(=O)c1ccc(OC)c(OC)c1,22%
Cn1cc(C(=O)N/N=C/c2ccc(Br)cc2)ccc1=O,0%
COc1ccc(C(=O)NC(=S)Nc2ccc3oc(-c4ccc(OC)c(Cl)c4)nc3c2)cc1,20%
Nc1cc(S(=O)(=O)O)cc2cccc(S(=O)(=O)O)c12,0%
O=C(Nc1cc(Cl)c(Cl)cc1Cl)c1ccc(Cl)cc1,0%
COc1cc(OC)c(CN2CCc3c([nH]c4ccccc34)C2)cc1Br,13%
CC(=O)C(Sc1ccc([N+](=O)[O-])cc1)C(C)=O,0%
COc1ccc(CN2CCN(C3CCCC3)CC2)c(OC)c1,0%
CCCC(=O)Nc1ccc(NC(=O)c2cc(Br)ccc2I)cc1,17%
CCNC(=O)c1c(-c2c(Cl)cccc2Cl)noc1C,16%
CCOC(=O)c1ccc(-n2c(C)cc(/C=c3\sc4nc5ccccc5n4c3=O)c2C)cc1,10%
O=C(NCc1ccccc1)/C(NC(=O)c1ccccc1)=C1\c2ccccc2-c2ccc([N+](=O)[O-])cc21,17%
Cc1c(O)ccc2c1CCC/C2=N\NC(=O)c1cccc(F)c1,0%
CCN1C(=O)/C(=C\c2cccc(OCCOc3cccc(OC)c3)c2)SC1=S,9%

# Later entries:
SMILES,RNase H inhibition
CCC(Oc1ccccc1)C(=O)N1CCN(C)CC1 (stereo not given),0%
C#Cc1cccc(NC(=O)C(C)(C)C)c1,5%
Cc1ccccc1C(=O)Nc1cccc(NC(=O)c2ccc(C)c([N+](=O)[O-])c2)c1,5%
COc1ccc(-c2csc(/C(C#N)=C/c3ccco3)n2)cc1,2%
N#Cc1ccccc1NC(=O)CSCCSCC(=O)Nc1ccccc1C#N,3%
COc1ccc2ccccc2c1C=NCCc1ccccc1,15%
CC(/C=N\NC(=O)c1ccc2c(c1)OCO2)c1ccccc1 (stereo not given),3%
Cc1c(Cl)c([N+](=O)[O-])nn1CC(=O)N1CCN(C)CC1,3%
O=C(CCCOc1ccc(Cl)cc1Cl)Nc1cc([N+](=O)[O-])ccc1F,9%

# Copied from the results shown, 25 compounds:
SMILES,RNase H inhibition
O=C(COc1ccc2c3c(c(=O)oc2c1)CCC3)c1ccc(-c2ccccc2)cc1,0%
CN(C)c1ccc(/C=N/N2C(=O)C3C(C2=O)C2C=CC3C23CC3)cc1Br (stereo not given),0%
C=CCNC(=O)CN(c1cc(C)cc(C)c1)S(=O)(=O)c1ccc(OC)c(OC)c1,22%
Cn1cc(C(=O)N/N=C/c2ccc(Br)cc2)ccc1=O,0%
COc1ccc(C(=O)NC(=S)Nc2ccc3oc(-c4ccc(OC)c(Cl)c4)nc3c2)cc1,20%
Nc1cc(S(=O)(=O)O)cc2cccc(S(=O)(=O)O)c12,0%
O=C(Nc1cc(Cl)c(Cl)cc1Cl)c1ccc(Cl)cc1,0%
COc1cc(OC)c(CN2CCc3c([nH]c4ccccc34)C2)cc1Br,13%
CC(=O)C(Sc1ccc([N+](=O)[O-])cc1)C(C)=O,0%
COc1ccc(CN2CCN(C3CCCC3)CC2)c(OC)c1,0%
CCCC(=O)Nc1ccc(NC(=O)c2cc(Br)ccc2I)cc1,17%
CCNC(=O)c1c(-c2c(Cl)cccc2Cl)noc1C,16%
CCOC(=O)c1ccc(-n2c(C)cc(/C=c3\sc4nc5ccccc5n4c3=O)c2C)cc1,10%
O=C(NCc1ccccc1)/C(NC(=O)c1ccccc1)=C1\c2ccccc2-c2ccc([N+](=O)[O-])cc21,17%
Cc1c(O)ccc2c1CCC/C2=N\NC(=O)c1cccc(F)c1,0%
CCN1C(=O)/C(=C\c2cccc(OCCOc3cccc(OC)c3)c2)SC1=S,9%
CCC(Oc1ccccc1)C(=O)N1CCN(C)CC1 (stereo not given),0%
C#Cc1cccc(NC(=O)C(C)(C)C)c1,5%
Cc1ccccc1C(=O)Nc1cccc(NC(=O)c2ccc(C)c([N+](=O)[O-])c2)c1,5%
COc1ccc(-c2csc(/C(C#N)=C/c3ccco3)n2)cc1,2%
N#Cc1ccccc1NC(=O)CSCCSCC(=O)Nc1ccccc1C#N,3%
COc1ccc2ccccc2c1C=NCCc1ccccc1,15%
CC(/C=N\NC(=O)c1ccc2c(c1)OCO2)c1ccccc1 (stereo not given),3%
Cc1c(Cl)c([N+](=O)[O-])nn1CC(=O)N1CCN(C)CC1,3%
O=C(CCCOc1ccc(Cl)cc1Cl)Nc1cc([N+](=O)[O-])ccc1F,9%
